# EPAC1 antagonist = antagonists of human EPAC1; EPAC1 GEF assay, Rap1b-BODIPY-GDP exchange fluorescence; AID 720709; hit rate 0.14% among 360,000; Potency, µM (highest dose often 115 µM), for inactives: at the top dose activity change, negative = inhibition, hits mostly inhibitors;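 also: potency is read from the fitted curve at half-maximal effect; plate controls were vehicle for no effect and positive control for full effect; nearly all actives have a fitted effect of over 50% in size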
# WRN helicase inh = WRN helicase (human) inhibition; Q14191; hit rate 0.46% among 360,000; AID 651768; Potency, µM (titrated, usually from 114 µM), for inactives: at the top dose activity change, negative = inhibition, actives largely listed as inhibitors; WRN helicase unwinding, fluorescent forked duplex, kinetic; also: potency is read from the fitted curve at half-maximal effect; % is scaled to controls: 0 for no effect and ±100 for the full control effect; nearly all actives have a fitted effect of over 55% in size
#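 Enzyme (20 nM final) and test compound sit together 15 min at room temperature before substrate addition. Substrate is a single-forked duplex oligonucleotide (100 nM) labelled with fluorophore and quencher, with 2 mM ATP; helicase unwinding raises red fluorescence, read kinetically.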
# FUS suppressor = FUS proteinopathy suppression in yeast; S. cerevisiae FUS-expressing, growth rescue, OD600, 24 h; AID 1347120; Potency, µM (top dose mostly 76.6 µM), without a hit: at the highest dose growth rescue (activation), usual class: activators; hit rate 0.24% among 390,000;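 also: potency is read from the fitted curve at half-maximal effect; plate controls were DMSO vehicle for no effect and reference control for full effect; nearly all actives have a fitted effect of over 55% in size; some results filed as inactive show a strong effect at the top dose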
#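 Steps: raffinose overnight preculture; dilution to OD 0.005 in 2% galactose minimal medium; compound addition (concentration series); 24hr at 30C, 99% humidity; absorbance read at 600 nm.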
# Abeta rescue = A-beta toxicity reversal in yeast. yeast expressing A-beta42, growth rescue, OD600, 48 h; response scale: 0% DMSO, 100% iron-clioquinol control. Potency, µM (series often up to 46.1 µM), for the others: at the top dose growth rescue, hits mostly activators. hit rate 0.063% among 410,000. AID 1347071; also: potency is read from the fitted curve at half-maximal effect; nearly all actives have a fitted effect of over 55% in size
#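 Growth rescue measured by 600 nm absorbance after 48 h yeast culture at 30 C with compound. Values normalized between DMSO and an equimolar ferric chloride plus clioquinol control.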
# EPAC1 agonist = agonists of human EPAC1. hit rate 0.073% among 360,000. O95398. Potency, µM (series often up to 154 µM), inactives show at the highest dose activation, most hits filed as activators. EPAC1 agonist qHTS, biochemical assay; response scale: 100% = response to 6.5 mM cAMP; also: potency is read from the fitted curve at half-maximal effect; nearly all actives have a fitted effect of over 60% in size
#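 Fluorescent GDP-exchange assay: 100 nM EPAC1 with 250 nM Rap1B preloaded with BODIPY-GDP and 50 uM GDP; compounds tested as concentration series, 5 min at room temperature, then read every 5 min for 30 min (ex 480/em 540 nm); normalized to 6.5 mM cAMP.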
# PI5P4K alpha inh = inhibitors of human PI5P4K alpha. PI5P4Kalpha enzyme, ADP-Glo luminescence, 60 min; hits give low values. hit rate 1.2% among 330,000. AID 652105. max response, %. P48426; active = max response of -50% or lower; inconclusive = between -30% and -50%; inactive = -30% or higher; also: value at the top dose of about 77 µM; % is scaled to controls: 0 for no effect and ±100 for the full control effect
# Target sequence (P48426 whole entry, looked up): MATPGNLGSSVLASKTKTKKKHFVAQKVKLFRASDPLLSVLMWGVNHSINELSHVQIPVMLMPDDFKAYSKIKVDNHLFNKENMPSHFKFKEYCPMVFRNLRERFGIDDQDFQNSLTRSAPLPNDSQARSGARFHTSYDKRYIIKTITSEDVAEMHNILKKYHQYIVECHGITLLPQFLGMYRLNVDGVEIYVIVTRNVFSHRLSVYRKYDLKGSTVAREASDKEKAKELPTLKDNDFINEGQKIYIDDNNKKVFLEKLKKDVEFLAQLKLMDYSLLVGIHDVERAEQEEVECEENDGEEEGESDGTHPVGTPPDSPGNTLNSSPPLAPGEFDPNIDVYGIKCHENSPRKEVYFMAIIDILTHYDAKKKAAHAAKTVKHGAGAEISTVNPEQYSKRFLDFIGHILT
#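 ADP-Glo luminescence end-point read after a 60 min room-temperature kinase reaction of PI5P4Kalpha plus substrate, initiated with ATP at 5 microM final. Buffer: 0.038 M HEPES pH 7.4, EGTA, 0.1% CHAPS, 5% DMSO.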
# IL2 activator = IL-2 activation | IL-2 activation reporter assay, cell-based qHTS; stimulated with anti-CD3/CD4/CD28 beads; in transgenic mouse T cells | activation, % (series mostly up to about 46 µM) | hit rate 0.065% among 360,000 | AID 652025; in the data active = activation above about 50%; inconclusive = mostly about 30% to 49%; also: 0% is about no effect
#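 Readout: EGFP and DsRed signals by fluorescent plate cytometry. Unstimulated transgenic mouse T cells received compound 60 min before antibody-bead stimulation, then incubated 18 h at 37 degrees C.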
# PLK1 PBD inh = PLK1 (human) polo-box domain binding inhibition | AID 720504 | Potency, µM, for inactives: max response, negative = inhibition, actives largely listed as inhibitors | hit rate 2.8% among 360,000 | Plk1 PBD binding of FITC phosphopeptide, fluorescence polarization | P53350; also: potency is read from the fitted curve at half-maximal effect; series mostly up to about 57 µM; % is scaled to controls: 0 for no effect and ±100 for the full control effect; nearly all actives have a fitted effect of over 65% in size
# Target sequence (P53350 whole entry, looked up, the tested form may be a part): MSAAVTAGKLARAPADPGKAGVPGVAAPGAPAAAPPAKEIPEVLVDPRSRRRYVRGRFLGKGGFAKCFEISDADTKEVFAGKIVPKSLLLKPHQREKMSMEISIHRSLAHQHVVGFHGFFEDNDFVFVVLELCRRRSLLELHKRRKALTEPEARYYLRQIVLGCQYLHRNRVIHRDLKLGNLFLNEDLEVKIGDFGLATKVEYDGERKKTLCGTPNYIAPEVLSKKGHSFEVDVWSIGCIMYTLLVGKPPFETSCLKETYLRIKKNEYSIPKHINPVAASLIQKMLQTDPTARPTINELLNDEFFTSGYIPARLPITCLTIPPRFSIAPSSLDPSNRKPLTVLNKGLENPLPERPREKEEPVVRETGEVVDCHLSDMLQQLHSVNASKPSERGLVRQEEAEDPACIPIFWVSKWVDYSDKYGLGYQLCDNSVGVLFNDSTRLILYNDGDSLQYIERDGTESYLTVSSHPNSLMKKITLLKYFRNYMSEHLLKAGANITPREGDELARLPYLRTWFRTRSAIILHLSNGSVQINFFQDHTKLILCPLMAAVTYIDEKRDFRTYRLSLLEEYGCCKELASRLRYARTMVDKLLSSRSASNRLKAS
# Numbers without * were called inactive; ? = inconclusive; / = not tested or not shown; & = joins results of further samples; [ ] = another dose, or the depositor's remark. Unless noted, calls follow the shape of the dose curve; as a rule, active = well fitted curve in the direction sought with a large enough effect; inconclusive = small, poorly fitted or top-dose-only effect, or another doubt; inactive = no such curve, though single readings can be large; an effect the other way counts as inactive or inconclusive. Outcome played no part in choosing rows, and some 4.1% of all compounds hit somewhere here.
mol	EPAC1 antagonist	WRN helicase inh	FUS suppressor	Abeta rescue	EPAC1 agonist	PI5P4K alpha inh	IL2 activator	PLK1 PBD inh
O=C(CCc1nnc2ccc(NCc3ccc(F)cc3)nn12)NC1CCCC1	-10.5%	4.6%	15.4%	2.0%	-9.3%	2.7	-1.2	-4.7%
Cc1c(NC(=O)CN2CCN(c3ccc([N+](=O)[O-])cc3)CC2)c(=O)n(-c2ccccc2)n1C	-4.7%	6.1%	14.3%	-11.8%	-14.3%	3.4	-1.6	-8.3%
Cc1cccc(S(=O)(=O)N2CCCc3ccccc32)c1	-15.7%	-1.3%[57.1 µM]	24.8%	11.6%	10.6%	7.5	-2.0	-2.3%
Cc1ccccc1NC(=O)c1cccc(C(=O)Nc2ccccc2C)n1	-17.2%	1.0%	-0.4%	-2.3%	-0.6%	5.5	-0.4	-5.4%
COc1ccccc1C(=O)N/C(=C\c1cn(C)c2ccccc12)C(=O)NCCCN1CCOCC1	-4.9%	-3.4%	-8.5%	-7.6%	-0.7%	1.9	0.9	-2.4%
Cc1cc(C)cc(NC(=O)COC(=O)[C@@H](NC(=O)c2ccco2)C(C)C)c1	-1.0%	-4.2%	15.2%	-7.8%	-7.1%	4.6	0.8	-9.7%
CCOc1cc(C2C(C#N)=C(N)OC3CCCC(=O)C32)ccc1OCCN1CCOCC1 (stereo unspecified)	-0.3%	-6.4%	-2.2%	10.3%	4.3%	0.8	-0.7	-12.1%
O=C1c2cccnc2C(Nc2cccc(F)c2)N1Cc1ccco1 (stereo unspecified)	1.5%	1.7%	2.8%	1.9%	10.5%	-16.0	-0.1	0.8%
O=C(NNC(=O)c1sccc1-n1cccc1)c1cccc(Cl)c1	-4.3%	-6.6%	-26.3%	29.6%	0.4%	6.1	1.0	-5.8%
CCOc1ccccc1NC(=O)CCC(=O)Nc1ccc2nc(N3CCN(C)CC3)cc(C)c2c1	-9.9%	-27.2%	/	-1.7%	6.0%	2.8	-0.9	-5.5%
Cc1cc(C(=O)N/N=C/c2c(C)nn(-c3ccccc3)c2Cl)n[nH]1	-8.7%	3.9%	-4.7%	-9.0%	-1.1%	2.4	-1.1	-12.4%
O=C(CCC(=O)Nc1ccccc1)NNC(=O)c1ccco1	1.6%	-1.3%	9.5%	1.8%	8.1%	/	2.2	-7.8%
CCOc1cc(-c2c(C#N)c(N)nc3c2CCCC3C)ccc1O (stereo unspecified)	-5.1%	-2.5%	-7.5%	-12.5%	18.5%	-9.4	-1.0	-9.5%
Cc1ccc(Sc2ncccc2O)cc1	6.8%	1.6%	1.2%	23.9%	0.2%	1.1	-1.2	5.2%
Cc1cc(OCC(=O)Nc2cnn(CCCC(=O)O)c2)ccc1[N+](=O)[O-]	21.9%	14.6%	14.0%	-9.8%	-11.1%	-1.1	0.2	1.7%
Cn1nc(-c2ccccc2)c(C(O)c2ccccc2C(F)(F)F)c1Cl (stereo unspecified)	-3.8%	-3.0%	22.5%	11.0%	3.5%	/	-0.7	-2.1%
O=C(NC(=S)Nc1nc(-c2cccc([N+](=O)[O-])c2)cs1)c1ccccc1Cl	-19.1%	-8.7%	-0.4%	-1.9%	1.2%	-2.7	-0.3	-15.5%
COc1ccc(C(C)=O)c(OC(=O)c2ccc(OC)c(OC)c2)c1	18.2%	-4.7%	36.1%	7.9%	10.8%	/	1.1	-17.4%
CC(NC(=O)Nc1ccccc1C(F)(F)F)C1CCCO1 (stereo unspecified)	-0.8%	3.4%	27.9%	3.5%	5.4%	/	-2.7	-9.3%
O=C(NCCCn1ccnc1)c1ccc(Cl)cc1	-1.9%	-7.0%	14.3%	-3.8%	3.5%	-2.0	-1.0	-0.8%
Nc1ccc2c(c1)-c1ccc(F)cc1C2=O	-7.5%	-2.3%	/	-9.1%	-3.8%	-0.6	-3.1	3.5%
CN(C)CCCNCCCCNC(=O)/C=N/O	6.7%	6.9%	-16.7%	3.6%	-5.3%	-2.1	-2.2	-16.1%
COc1ccc(C(=O)Nc2cc(C)c3c(=O)oc4ccccc4c3n2)cc1	10.0%	-16.7%	-14.3%	1.4%	-6.3%	1.0	2.7	2.0%
Oc1c(Br)cc(C2N=C(c3ccccc3)NO2)cc1Br (stereo unspecified)	-5.6%	-18.7%	-0.1%	-94.9%[inhibitor]	1.2%	-56.0*	0.7	11.9µM*
CC(C)CN(C(=O)CN1CCN(c2ccc([N+](=O)[O-])cc2)CC1)c1c(N)n(CC(C)C)c(=O)[nH]c1=O	4.4%	-3.2%	14.6%	8.7%	2.7%	-2.7	-3.1	0.2%

# Compound profiles, from the list above. Order of values: EPAC1 antagonist, WRN helicase inh, FUS suppressor, Abeta rescue, EPAC1 agonist, PI5P4K alpha inh, IL2 activator, PLK1 PBD inh
# Listed for Cc1cc(C(=O)N/N=C/c2c(C)nn(-c3ccccc3)c2Cl)n[nH]1 : -8.7%, 3.9%, -4.7%, -9.0%, -1.1%, 2.4, -1.1, -12.4%
# Listed for Cc1cc(OCC(=O)Nc2cnn(CCCC(=O)O)c2)ccc1[N+](=O)[O-] : 21.9%, 14.6%, 14.0%, -9.8%, -11.1%, -1.1, 0.2, 1.7%

# Back to the main list; the three compounds before the break are reprinted first.
mol	EPAC1 antagonist	WRN helicase inh	FUS suppressor	Abeta rescue	EPAC1 agonist	PI5P4K alpha inh	IL2 activator	PLK1 PBD inh
COc1ccc(C(=O)Nc2cc(C)c3c(=O)oc4ccccc4c3n2)cc1	10.0%	-16.7%	-14.3%	1.4%	-6.3%	1.0	2.7	2.0%
Oc1c(Br)cc(C2N=C(c3ccccc3)NO2)cc1Br (stereo unspecified)	-5.6%	-18.7%	-0.1%	-94.9%[inhibitor]	1.2%	-56.0*	0.7	11.9µM*
CC(C)CN(C(=O)CN1CCN(c2ccc([N+](=O)[O-])cc2)CC1)c1c(N)n(CC(C)C)c(=O)[nH]c1=O	4.4%	-3.2%	14.6%	8.7%	2.7%	-2.7	-3.1	0.2%
Cc1ccc(NCc2nnc(SCC(=O)N3c4ccccc4Sc4ccccc43)o2)c(C)c1	-19.3%	1.0%	/	15.3%	2.6%	-4.1	0.2	-6.0%
CCOC(=O)C1(Cc2cccc(OC)c2)CCN(C/C=C/c2ccccc2)CC1	-6.6%	-4.7%	18.7%	12.8%	-2.5%	7.6	-2.8	-8.5%
CN(c1ccccc1)S(=O)(=O)c1cccc(NC(=O)CSc2nncs2)c1	2.8%	-6.1%	/	-3.2%	-1.3%	-17.9	-2.9	-2.2%
CC1=C(C(=O)N2CCOCC2)CC(CC(=O)NC(c2ccccc2)c2ccccc2)C(=O)N1Cc1ccc(F)cc1 (stereo unspecified)	16.7%	-4.9%	?	5.6%	9.2%	-2.8	-0.8	-3.6%
C[C@@H]1CCCCO[C@H](CN(C)Cc2ccc(Cl)c(Cl)c2)[C@@H](C)CN([C@H](C)CO)C(=O)c2cc(N(C)C)ccc2O1	8.1%	1.4%	21.8%	-11.4%	-11.9%	-3.6	-3.2	-2.2%
CC(C)CC(=O)N1CCN(Cc2cccc(F)c2)CC1	5.9%	-3.0%	10.9%	-2.0%	-2.6%	-8.8	-0.7	0.4%
O=[N+]([O-])c1ccc(N2CCN(C(=S)Nc3cccc(F)c3)CC2)cc1	-7.1%	3.7%	-31.0%	19.9%	8.2%	0.0	-0.3	-11.2%
CCCc1nn2c(N)c(/C=C3\C=Nc4ccccc43)c(=O)nc2s1	-0.1%&-1.1%	?	42.5%	11.7%&-3.7%	4.5%&4.6%	-21.5&-15.3	-3.6&-3.4	-7.4%&-7.3%
COc1ccc(-c2cc(=O)[nH]c3ccccc23)cc1	9.2%	4.2%	8.3%	-6.8%	1.3%	0.3	0.3	-10.2%
N#CCc1ccc(NC(=O)c2ccccc2C(=O)Nc2ccc(CC#N)cc2)cc1	10.4%	-1.6%	16.6%	-3.4%	11.3%	-8.9	0.2	-9.4%
Cc1nc([N+](=O)[O-])cn1CC(=O)c1ccc(Br)cc1	-3.9%	6.4%	-21.1%	4.3%	3.5%	1.7	-0.1	5.1%
COc1cc(/C=C/C(=O)O)cc(S(=O)(=O)Nc2ccc(F)cc2)c1OC	-9.8%	-14.9%	/	-4.5%	-3.2%	-15.0	0.2	-10.1%
O=C(Nc1ccc(Cl)cc1)Nc1nnc(SCc2ccccc2)s1	8.2%	-3.1%	-11.9%	-12.6%	25.3%	-2.4	-0.2	-9.5%
CCCCOC(=O)Nc1ccc(N(C)C)cc1	4.2%	-1.4%	-8.1%	-3.7%	0.8%	-7.7	1.6	-8.3%
O=C(NCCc1csc(-c2cccnc2)n1)c1ccco1	-0.8%	-5.9%	-20.1%	0.9%	-1.0%	10.2	-1.5	-8.2%
CSc1ccccc1OCc1cc(C(=O)N(Cc2nccn2C)C(C)C)no1	-6.4%	-3.0%	16.1%	-6.3%	-17.4%	-2.9	3.0	4.5%
Cc1ccc(-n2c(SCC(=O)NCC3CCCO3)nnc2-c2ccoc2C)cc1 (stereo unspecified)	9.0%	4.7%	5.3%	-1.4%	-2.0%	0.0	-2.4	-19.3%
COC(=O)Cc1c[nH]c2ccc(OCC(O)CNC(C)C)cc12 (stereo unspecified)	-3.8%	-6.2%	-9.2%	-5.5%	9.1%	/	-2.2	-14.8%
CC(=O)Nc1ccc(NC(=O)C2CCCN2C(=O)NCc2ccccc2)cc1 (stereo unspecified)	13.7%	0.9%	-1.2%	2.5%	4.8%	1.3	-0.5	-14.8%
CCOc1ccc(C(=O)N2CCCC(c3nc(-c4ccc(C)o4)no3)C2)cc1 (stereo unspecified)	-22.3%	6.0%	8.8%	0.1%	8.9%	0.5	-2.5	-15.9%
CCOC(=O)CN(C(=O)CNC(=O)c1cccs1)C(C(=O)NC1CCCC1)c1cccnc1 (stereo unspecified)	5.0%	0.3%	-2.0%	19.6%	3.5%	-1.6	0.3	0.6%
O=C(O)CCCN1C(=O)c2ccccc2Sc2ncccc21	-12.6%	-3.9%	-26.1%	-11.2%	4.0%	-2.0	-3.4	-5.4%
O=C(Nc1nnc(C2CC2)s1)c1ccc(S(=O)(=O)c2ccccc2)cc1	10.3%	-3.1%	15.4%	-7.7%	1.9%	/	-2.8	-9.3%
